IMP-1 inh: blocks Pseudomonas aeruginosa IMP-1 metallo-beta-lactamase. purified IMP-1, nitrocefin hydrolysis, epi-absorbance fluorescence. inhibition, % at 5.6 µM. actives 0.45% (n = 290,000). AID 1556;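 active = inhibition above the mean plus 3 SD of all compounds in the same screening run, cut at about 4.5% in these data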;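 also: 0% = IMP-1 with DMSO and 100% = DMSO wells lacking enzyme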
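assay system = purified recombinant IMP-1 metallo-beta-lactamase enzyme | schedule = 15 min preincubation plus 25 min reaction at 25 °C | signal = Epi-absorbance fluorescence, 480 nm excitation, 530 nm emission | read-out basis = percent inhibition from optical density relative to buffer-blank wells | controls = IMP-1 with DMSO as 0%, enzyme-free DMSO as 100%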
VIM-2 inhibitor: inhibitors of Pseudomonas aeruginosa VIM-2 metallo-beta-lactamase; inhibition, % at 5.6 µM; purified VIM-2, nitrocefin hydrolysis, epi-absorbance fluorescence; actives 0.89% (n = 290,000); AID 1527;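 active = inhibition above the mean of all tested compounds plus 3 SD, cutoff set per screening run, cut at about 7.5% in these data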;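 also: red hydrolysis product quenches plate fluorescence so inhibitors raise well fluorescence; 0% = enzyme with DMSO and 100% = DMSO without enzyme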
GalR3 antag: blocks the human galanin receptor 3. O60755. HEK293 GalR3-CNG cAMP membrane potential fluorescence; galR3 body fused to GalR1 C-terminus. inhibition, % at 3 µM. actives 0.44% (n = 360,000). AID 651719;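 active = inhibition above the screen-wide average plus 3 SD, cut at about 13% in these data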;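 also: forskolin and galanin both at EC90 stimulate the cells; cAMP rise reported by CNG channel membrane potential dye signal; 0% = forskolin plus galanin with DMSO and 100% = forskolin alone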
OXTR agonist: agonists of human oxytocin receptor | actives 0.32% (n = 320,000) | CHO-OTR cells, Fluo-8 calcium fluorescence; normalized: DMSO 0%, oxytocin 100% | activation, % at 3 µM;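 active = activation above the mean of all tested compounds plus 3 SD, cutoff set per screening run, cut at about 20% in these data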;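 also: peak over basal fluorescence ratio from a 100 s FLIPR kinetic read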
Target sequence (P30559 whole entry, looked up): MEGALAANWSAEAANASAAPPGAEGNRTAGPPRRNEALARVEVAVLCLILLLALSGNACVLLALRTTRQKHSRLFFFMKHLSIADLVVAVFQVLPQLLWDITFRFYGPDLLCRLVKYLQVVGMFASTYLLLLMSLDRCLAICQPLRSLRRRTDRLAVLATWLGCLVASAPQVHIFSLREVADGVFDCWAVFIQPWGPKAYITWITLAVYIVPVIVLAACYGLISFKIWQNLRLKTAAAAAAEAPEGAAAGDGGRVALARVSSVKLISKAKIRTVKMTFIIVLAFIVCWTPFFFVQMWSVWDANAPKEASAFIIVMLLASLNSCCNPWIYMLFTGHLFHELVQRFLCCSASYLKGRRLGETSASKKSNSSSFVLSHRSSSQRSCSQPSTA
V1aR counter: counter-screen for oxytocin receptor agonists: human V1a receptor agonists; P37288; CHO-V1R cells, Fluo-8 calcium fluorescence, agonist mode; 0% DMSO, 100% 3 nM vasopressin; activation, % at 3 µM; actives 0.25% (n = 320,000);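 active = activation above the mean activation of all tested compounds plus 3 SD, per screening run, cut at about 20% in these data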;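 also: signal is peak over basal fluorescence ratio across a 100 second FLIPR read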
Target sequence (P37288 whole entry, looked up): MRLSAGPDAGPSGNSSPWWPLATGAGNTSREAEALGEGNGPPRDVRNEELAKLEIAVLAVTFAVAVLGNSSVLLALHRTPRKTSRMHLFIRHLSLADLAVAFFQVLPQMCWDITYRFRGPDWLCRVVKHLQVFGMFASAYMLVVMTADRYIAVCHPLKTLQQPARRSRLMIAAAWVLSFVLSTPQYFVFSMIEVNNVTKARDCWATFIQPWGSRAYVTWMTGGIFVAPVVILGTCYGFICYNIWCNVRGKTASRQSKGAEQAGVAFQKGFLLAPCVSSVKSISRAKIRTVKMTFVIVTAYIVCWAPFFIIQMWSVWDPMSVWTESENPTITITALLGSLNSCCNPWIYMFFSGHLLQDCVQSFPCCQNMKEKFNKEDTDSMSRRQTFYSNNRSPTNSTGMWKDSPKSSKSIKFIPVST
GPR7 antag: blocks human GPR7 receptor signaling | P48145 | inhibition, % at 4.4 µM | actives 1.1% (n = 290,000) | GPR7-expressing cells, fluorescence antagonist assay; in the data active = inhibition above about 16%, passing the limit was not always enough;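 also: cells stimulated with the agonist NPW; 0% = agonist with vehicle and 100% = vehicle without agonist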
PHOSPHO1 inh: inhibitors of human PHOSPHO1 phosphatase | actives 1.1% (n = 290,000) | Q8TCT1 | inhibition, % at 13.3 µM | recombinant PHOSPHO1, absorbance phosphatase assay; in the data active = inhibition above about 60%
FID counter: counter-screen for HCV NS3 helicase inhibitors: DNA intercalator displacement; DNA fluorescent intercalator displacement, fluorescence; inhibition, % at 7.9 µM; actives 0.17% (n = 290,000); in the data active = inhibition above about 37%;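 also: 0% = vehicle and 100% = reference compound; higher means more ethidium bromide displaced from hairpin DNA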
NS3 helicase inh: inhibitors of Hepatitis C virus NS3 helicase | NS3 helicase DNA unwinding, Cy5 molecular beacon fluorescence | inhibition, % at 10.9 µM | actives 0.56% (n = 290,000) | AID 1800;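 active = inhibition above the mean of all tested compounds plus 3 SD, set per campaign, cut at about 35% in these data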;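 also: 0% = DMSO wells and 100% = thioflavine S control wells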
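Compound dosing – single dose, 10.9 µM nominal final, DMSO 0.8% final · System – NS3 helicase fragment of HCV · Buffer or medium – MOPS pH 6.5, MgCl2, DTT, Tween20, BSA · Signal – Cy5 beacon fluorescence read at start and 1 h · Also added – annealed dual-labelled DNA beacon duplex, ATP-started · Schedule – 1 h at 25 °C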
* = called active by the depositor; nt = not tested or not shown.

Sample of the layout, 2 compounds:
entry	Molecule	IMP-1 inh	VIM-2 inhibitor	GalR3 antag	OXTR agonist	V1aR counter	GPR7 antag	PHOSPHO1 inh	FID counter	NS3 helicase inh
1	CC(C)(C)C(=O)NC(=S)NNC(=O)C(c1ccccc1)c1ccccc1	-2.5	-2.1	nt	89*	127*	90*	-122	-22	0
2	O=C(CCCN1C(=O)C(c2ccccc2)Oc2cccnc21)NCCc1ccc(Cl)cc1 (stereo unspecified)	-0.4	-1.5	-10	0.8	3.0	5	38	-48	-12

The list itself, from the first entry:
entry	Molecule	IMP-1 inh	VIM-2 inhibitor	GalR3 antag	OXTR agonist	V1aR counter	GPR7 antag	PHOSPHO1 inh	FID counter	NS3 helicase inh
1	CC(C)(C)C(=O)NC(=S)NNC(=O)C(c1ccccc1)c1ccccc1	-2.5	-2.1	nt	89*	127*	90*	-122	-22	0
2	O=C(CCCN1C(=O)C(c2ccccc2)Oc2cccnc21)NCCc1ccc(Cl)cc1 (stereo unspecified)	-0.4	-1.5	-10	0.8	3.0	5	38	-48	-12
3	COC(=O)c1ccc(NC(=O)c2cc(-c3ccccn3)nc3ccccc23)cc1	-3.7	-4.1	-4	0.2	0.1	-4	29	-3	4
4	CCOC(=O)N1CCN(S(=O)(=O)c2ccc(F)c(C(=O)Nc3cccc(C)c3C)c2)CC1	-1.8	-1.8	4	-0.6	0.4	7	-38	-7	11
5	Cc1ccc(-n2nc(C)c(C(=O)N3CCN(C(=O)c4ccco4)CC3)c2-n2cccc2)cc1	-5.4	0.5	-2	-2.5	-0.6	-13	27	-61	5
6	C=CCOc1ccc(CNn2nnnc2N)cc1	0.8	0.8	-3	6.8	1.7	-12	28	2	6
7	O=C(CSc1nnc(CNC(=O)c2c(F)cccc2Cl)o1)NC1CCCCC1	-1.9	-1.9	-4	0.5	0.6	-1	44	-14	4
8	NS(=O)(=O)c1ccc(NC(=S)NC2CCCCC2)cc1	-1.6	-3.5	-6	0.7	1.0	6	-130	-1	5
9	CC[C@H](C)[C@H](NC(N)=O)C(=O)NCCc1ccc(OC)cc1	-1.7	0.4	-6	3.8	-0.2	-11	27	-5	-5
10	O=C(c1cc2ccccc2oc1=O)N(Cc1cccs1)Cc1ccccc1Cl	-2.3	-0.3	-4	-1.9	-0.1	1	-20	-5	4
11	O=C(c1ccccc1)C1CCN(C(=O)c2c(F)cccc2F)CC1	-1.3	-0.7	-9	0.3	2.5	7	-2	-13	4
12	OCCN1CCN(CC(O)COCc2ccc3c(c2)OCO3)CC1 (stereo unspecified)	-2.6	-2.0	0	0.3	3.1	-7	-12	3	-1
13	COc1ccccc1NC(=S)NNC(=O)c1cc(C)n(C)n1	-4.5	-6.3	0	-0.9	0.1	-9	70*	-10	5
14	CCOC(=O)c1c(CS(=O)(=O)c2ccccc2)n(C)c2cc(Br)c(O)cc12	-0.7	-0.9	-3	0.5	0.0	-12	-2	-13	-10
15	CC1(C)Cc2c(c(-c3ccco3)[nH]c(=O)c2C#N)CS1	0.0	-1.6	-5	2.2	3.6	6	-7	-7	44*
16	CCN1CCCC1CNc1ccc(S(C)(=O)=O)cc1[N+](=O)[O-] (stereo unspecified)	-4.0	-1.6	-6	0.1	0.1	-4	32	1	9
17	CCCn1c(C)cc(C(=O)COc2ncnc3sccc23)c1C	-0.6	-2.2	-8	1.1	0.1	-7	31	-5	4
18	O=C(N/N=C\C=C\c1ccc2c(c1)OCO2)c1ccc(F)cc1	-0.6	-4.7	-4	-1.4	0.2	5	4	-17	-4
19	CCCCOc1ccc(N(CC(=O)NCC2CCCO2)C(=O)CCC(=O)Nc2nccs2)cc1 (stereo unspecified)	-2.3	-5.7	-2	1.1	1.5	2	-11	-17	1
20	CC[C@@]1(c2ccccc2OC)C(=O)N(C(=O)OC)N1C(=O)OC	-2.2	-1.4	nt	13	0.0	-3	25	-7	-4

Some of the entries so far, as labelled records:
#12 OCCN1CCN(CC(O)COCc2ccc3c(c2)OCO3)CC1 (stereo unspecified)
  IMP-1 inh: -2.6; VIM-2 inhibitor: -2.0; GalR3 antag: 0; OXTR agonist: 0.3; V1aR counter: 3.1; GPR7 antag: -7; PHOSPHO1 inh: -12; FID counter: 3; NS3 helicase inh: -1

#13 COc1ccccc1NC(=S)NNC(=O)c1cc(C)n(C)n1
  IMP-1 inh: -4.5; VIM-2 inhibitor: -6.3; GalR3 antag: 0; OXTR agonist: -0.9; V1aR counter: 0.1; GPR7 antag: -9; PHOSPHO1 inh: 70*; FID counter: -10; NS3 helicase inh: 5

Carrying on.
entry	Molecule	IMP-1 inh	VIM-2 inhibitor	GalR3 antag	OXTR agonist	V1aR counter	GPR7 antag	PHOSPHO1 inh	FID counter	NS3 helicase inh
21	CC1CN(S(=O)(=O)c2ccc(C(=O)Nc3sccc3C(N)=O)cc2)CC(C)O1 (stereo unspecified)	-1.6	-1.2	1	-0.6	5.9	-7	-31	-3	4
22	COc1ccc(CN(CC(=O)NCCC(C)C)C(=O)CCC(=O)Nc2nccs2)cc1	-2.0	-1.6	7	-1.3	-0.3	-10	24	-44	27
23	CC1=CC(C)(C)NC(=S)N1c1ccccc1	-4.8	-3.5	-2	-0.7	0.9	-4	35	-4	4
24	Fc1cccc(NC(=S)N2CCn3cccc3C2c2cccnc2)c1 (stereo unspecified)	-3.0	-1.5	0	0.3	0.1	-3	1	7	-6
25	CN1N=C2c3ccccc3CCC2C1c1ccc(F)cc1 (stereo unspecified)	-0.8	0.7	1	-1.7	-1.0	5	4	2	-3
26	COc1ccc(OC)c(NC(=O)c2ccc3c(c2)C(=O)N(CC2CCCO2)C3=O)c1 (stereo unspecified)	-2.7	-2.8	-6	1.2	4.3	-6	32	-27	6
27	Cc1ccc(-c2ccccc2[C@@H]2C[C@H]3CN(C)C(=O)[C@]34CCCN24)o1	-2.7	-3.0	0	0.1	-0.4	-8	53	-6	-2
28	C/C(=N/OCO/N=C(\C)c1ccc(F)cc1F)c1ccc(F)cc1F	-2.9	-2.4	-9	0.3	-0.1	-4	-1	0	-49
29	COc1ccc(OC)c(S(=O)(=O)N(C)CC(=O)Nc2ccccc2OC)c1	-1.4	-2.0	-4	1.1	2.1	-12	1	-16	6
30	CC(C)(C)C(=O)NCCCNc1ccc([N+](=O)[O-])cc1	-3.5	-3.4	9	2.0	-0.8	-1	56	0	0
31	FC(F)(F)c1nc(N2CCCC2)ncc1-c1nnnn1-c1ccccc1	-1.1	-0.6	-7	13	12	7	34	-24	-5
32	C=CCNc1ncnc2c1[nH]c1ccccc12	-1.4	1.1	-1	6.4	5.3	3	14	8	6
33	O=C(CSc1ncn(-c2ccccc2)n1)NCc1ccccc1	-1.2	-0.2	-2	-0.5	0.1	12	19	-11	-6
34	CN(C)c1ccc(C2C3CCCc4ccccc4C3=NN2C)cc1 (stereo unspecified)	-2.8	-3.0	-2	-3.1	-1.3	-8	7	-9	2
35	CCOC(=O)C(NC(=O)CC)C(O)c1cccc([N+](=O)[O-])c1 (stereo unspecified)	-2.9	0.2	-4	1.2	0.6	4	7	1	-1
36	Cc1ccccc1N1CCN(S(=O)(=O)CC23CCC(CC2=O)C3(C)C)CC1 (stereo unspecified)	-3.6	-2.4	-11	-2.2	-0.2	-11	nt	-38	-12
37	CCCNc1ccc(S(=O)(=O)N(CC)CC)cn1	-2.1	-0.1	8	-0.4	0.4	-9	-18	-1	0
38	O=C(NC1CCCC1)C(c1cccs1)N(C(=O)c1csnn1)c1ccccc1F (stereo unspecified)	-1.6	-0.5	-8	-0.7	2.6	-7	14	-23	-6
39	CCc1nc(C)ccc1OCC(=O)N1CCc2c([nH]c3ccccc23)C1c1ccccn1 (stereo unspecified)	-3.8	-3.8	-7	-2.4	-0.9	-17	45	-27	-8
40	O=c1c(Cc2c(F)cccc2Cl)c(O)ccn1C1CCCCCC1	-2.0	-2.2	-7	-0.2	-0.7	-8	34	-6	16

The list continues.
entry	Molecule	IMP-1 inh	VIM-2 inhibitor	GalR3 antag	OXTR agonist	V1aR counter	GPR7 antag	PHOSPHO1 inh	FID counter	NS3 helicase inh
41	Cc1ccc(NC(=O)CCS(=O)(=O)c2cccc3nonc23)cc1	-2.2	-1.0	-4	-0.6	-0.7	-7	24	5	7
42	COc1ccccc1NC(=O)COC(=O)CN1C(=O)C(=O)c2ccccc21	-1.7	-0.5	-2	1.9	1.6	9	11	-7	1
43	CNC(=S)NNC(=O)c1cccn(Cc2ccc(Cl)cc2Cl)c1=O	1.4	-2.4	-3	-0.4	0.4	-1	-61	-12	-6
44	CCCC/C(O)=C1\C(=O)CC(C)(C)CC1=Nc1ccccc1OC	-3.1	-2.2	-7	-2.1	-0.8	5	20	-34	-3
45	O=C(CNC(=O)c1ccncc1)N/N=C/c1ccc(O)cc1O	-3.4	-6.1	2	0.7	-0.1	-14	3	-7	4
46	CC(=O)N1c2ccc(S(=O)(=O)N3CCC(C(=O)N4CCC(C)CC4)CC3)cc2CC1C (stereo unspecified)	-3.7	-2.9	-5	0.8	1.5	-2	18	-51	-1
47	CCOc1ccc(C2SCC(=O)N2c2c(C)n(C)n(-c3ccccc3)c2=O)cc1 (stereo unspecified)	1.0	1.5	3	1.0	-0.5	-7	2	-16	-5
48	O=C(CNC(=O)c1ccc2ccccc2c1)NCc1ccc(F)cc1	-2.8	-3.1	-7	-0.2	1.1	14	26	-14	1
49	COC(=O)c1ccc(NC(=O)CN2C(=O)c3ccccc3S2(=O)=O)cc1	-0.8	-3.4	-7	1.4	3.6	-16	46	-14	17
50	CCOCCCNS(=O)(=O)c1ccc(NC(=O)CN2C(=O)c3ccccc3C2=O)cc1	-1.4	-2.9	-2	1.0	0.5	-2	13	-5	2
51	CCCN(CCC)c1nc(N)nc(-c2cc(Cl)ccc2OC)n1	-6.3	-5.4	-3	-0.7	-0.8	-17	-27	-2	-6
